Screening results from PubChem.
CD40 NFkB inh – inhibitors of CD40-induced NF-kB signaling, primary screen, BL2 cells, luciferase reporter, single point | CD40L-induced, 4 h | inhibition, % at 10 µM | hit rate 0.94% among 83,000 | AID 1053188, 2014;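 active means mean inhibition of at least 50% with a set share of replicates also reaching that level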;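 further: 0% = neutral control wells and 100% = IKK inhibitor VII at 50 µM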
Numbers without * were called inactive; & = joins results of further samples; [ ] = remark or other dose.

SMILES | CD40 NFkB inh
C[C@@H](NC(=O)[C@@H]1[C@@H](CO)[C@@H]2Cn3c(ccc(-c4ccccc4)c3=O)[C@@H]2N1C)c1ccccc1 | -4[25 µM]
Cc1sc2nc(CSCC(=O)N3CC(C)OC(C)C3)[nH]c(=O)c2c1C (stereo unspecified) | -1
CCOC(=O)c1oc2ccccc2c1NC(=O)c1cccs1 | 8
CN1Cc2c(N3CCOCC3)nc3sc(C(=O)c4ccccc4)c(N)c3c2CC1(C)C | -4
COc1ccccc1CN1[C@@H]2CN(C(=O)C3CC3)c3ccccc3[C@@H]2[C@@H]1CO | 2
O=S(=O)(NC[C@H]1N[C@@H](CO)[C@H]1c1ccc(C2=CCCC2)cc1)c1ccccc1 | 2[25 µM]
C[C@@H](O)C#Cc1ccc([C@@H]2[C@@H](CO)N3CCCCN(S(=O)(=O)Cc4ccccc4)C[C@H]23)cc1 | 8[25 µM]
Cc1ccc2nc(SCC(=O)Nc3ccc(Br)cc3)nc(=O)n2c1 | -19
O=C(CCn1c(=O)oc2ccccc21)N(Cc1ccccc1)c1ccccn1 | 3
c1ccc(-c2nnc3n2NC(c2ccc4c(c2)OCO4)S3)cc1 (stereo unspecified) | 4
COCC(=O)N1CCCCN2[C@H](CO)[C@@H](c3ccc(C#Cc4cccnc4)cc3)[C@H]2C1 | 20[25 µM]
N#C[C@@H]1[C@@H](c2ccccc2-c2ccccc2F)[C@@H](CO)N1C(=O)c1ccccn1 | -2[25 µM]
O=C(Cn1nnc(N2CCCCC2)n1)c1ccc(Cl)c(Cl)c1 | 6
O=C(CCn1c(=O)[nH]c2ccsc2c1=O)Nc1ccc(F)c(F)c1 | -1
CC1(C)C2CCC1(C)C(OC(=O)CSc1nc(N)cc(=O)[nH]1)C2 (stereo unspecified) | -1
Cc1ccc(NC(=O)CNC(=O)c2ccc(C)s2)nc1 | -15
CCCN(C)C[C@@H]1Oc2cc(/C=C/c3ccccc3)ccc2S(=O)(=O)N([C@H](C)CO)C[C@@H]1C | -5[25 µM]
O=C(Nc1ccccc1F)N[C@@H]1CC[C@H](CCNC(=O)C2CCCC2)O[C@H]1CO | 8
COCCCN1C(=O)c2ccc(C(=O)OCC(=O)N3CCN(c4ccccc4)CC3)cc2C1=O | 6
O=C(C[C@H]1C=C[C@H](NC(=O)Nc2cccc(F)c2)[C@H](CO)O1)NCC1CCCCC1 | 7[25 µM]
O=C(O)CSc1nc2ccc(Br)cc2[nH]1 | 6
Cc1cnc(C(=O)OC(C)C(=O)c2c(C)[nH]c3ccccc23)cn1 (stereo unspecified) | 5
CCN(CC(=O)Nc1ccccc1C(F)(F)F)C(=O)CCSc1ccc(F)cc1 | 15
CCOc1ccc(S(=O)(=O)Nc2cccc(C(=O)NCCCN3CCCC3=O)c2)cc1 | 13
CSc1cccc(NC(=O)N2CCN(C)CC2)c1 | 3
COC(=O)c1sccc1NC(=O)CC1C(=O)NCCN1C(=O)Nc1ccccc1 (stereo unspecified) | -1
C[C@@H]1CCCCO[C@H](CN(C)Cc2ccc(C(F)(F)F)cc2)[C@H](C)CN([C@H](C)CO)C(=O)c2cc(NC(=O)Nc3cccc4ccccc34)ccc2O1 | 9[25 µM]
Cc1nnc2sc(-c3ccc(-c4ccc(Cl)c(C(F)(F)F)c4)o3)nn12 | 3
O=C(C1CCOCC1)N1CC(=O)N2[C@@H](CO)[C@@H](c3ccc(C#CC4CCCC4)cc3)[C@@H]2C1 | -2
O=C(NC1CCCCC1)[C@@H]1[C@@H](CO)[C@@H]2Cn3c(ccc(-c4ccccc4)c3=O)[C@H]1N2 | 0
CN(C)C(=O)c1ccc(-c2ccc([C@@H]3[C@@H](CO)N(C(=O)C4CCC4)[C@H]3C#N)cc2)cc1 | -1
Cc1nn2c(NCCN(C)C)c3c(nc2c1-c1ccccc1)CCCC3 | -78
Cc1cc(C)n2nc(SCc3ncc(-c4ccccc4)o3)nc2n1 | -5
CCN1CCc2nc(NC(=O)c3ccc4c(c3)OCCO4)sc2C1 | -24
COC(=O)C[C@](O)(CCCC(C)(C)O)C(=O)O[C@@H]1C(OC)=C[C@]23CCCN2CCc2cc4c(cc2[C@H]13)OCO4 | 92*[25 µM]
Cc1oc(S(=O)(=O)N2CCOCC2)cc1C(=O)Nc1ccc(F)cc1 | 7
CC(C)(C)c1ccc(C(=O)N2CCCN(c3ccc([N+](=O)[O-])cn3)CC2)cc1 | 20
COc1ccc(S(=O)(=O)N(C)C)cc1NC(=O)C1CCN(c2ncnc3sc(C)c(C)c23)CC1 | 6
COc1cc(/C=N/n2cnnc2)ccc1OCC(=O)N1CCOCC1 | 6
COc1ccc2c3c(n(C)c2c1)[C@H](CO)N(CC1CC1)CC31CCN(S(=O)(=O)c2cccs2)CC1 | -3[25 µM]
Cc1nc(CCNC(=O)CC2C(=O)NCCN2Cc2ccoc2)nc2c1CCCC2 (stereo unspecified) | 6
COCc1cc([C@@H]2C[C@H]3CN(c4ccccc4)C(=O)[C@]34CCCN24)ccc1OC | 1
COC(=O)CCC(=O)Nc1ccc(N=Nc2ccccc2)cc1 | -75
O=C(NC1CCCC1)c1ccc2c(c1)N(Cc1ccccc1)CCS2 | -22
CC(CNC(=O)C1CCCN(S(=O)(=O)N2CCOCC2)C1)c1ccccc1 (stereo unspecified) | 8
Cc1cc(C=O)c(C)n1-c1ccc2c(c1)OCO2 | -8
Cc1nc(Cl)sc1C(=O)O | 16
C[C@H]1CN(C)C(=O)c2cccc(N(C)C)c2O[C@H]1CN(C)C(=O)OC(C)(C)C | 7
Cc1noc(C)c1CSc1ncnc2sc3c(c12)CCCCC3 | 16
O=C(c1ccc2c(c1)OCO2)N1C[C@H]2[C@@H](c3ccccc31)[C@@H](CO)N2Cc1cccnc1 | -4[25 µM]
CCOC(=O)N1CC=C2C(C#N)=C(N)C(C#N)(C#N)[C@H](c3ccc(OCC)c(OCC)c3)[C@H]2C1 | 11
O=C(CNCc1ccccc1Cl)Nc1cc(S(=O)(=O)N2CCOCC2)ccc1Cl | 8
C/C=C/c1ccc([C@@H]2[C@@H](C#N)N(C(=O)NC3CCCCC3)[C@@H]2CO)cc1 | 13[25 µM]
O=S(=O)(/C(=C\c1ccc(C(F)(F)F)cc1)c1nc2ccccc2[nH]1)c1ccccc1 | 60*
CCCS(=O)(=O)N1CCCC(C(=O)NCc2ccco2)C1 (stereo unspecified) | 0
CC(C)CCN1CC(C(=O)NC(C)C)CC1=O (stereo unspecified) | 1
COc1cc2c(cc1NCc1ccc3c(c1)OCO3)oc1ccccc12 | -121
Cc1ccc(NC(=O)C(C)OC(=O)CCC2CCCCC2)cc1 (stereo unspecified) | 7
Cc1nc2ncc(Br)cc2[nH]1 | 18
O=C(COc1ncnc2sccc12)Nc1cccc(S(=O)(=O)N2CCOCC2)c1 | -15
Next records
SMILES | CD40 NFkB inh
Cc1ccc2nc(NC(=O)CN3C(=O)NC4(CCCCC4)C3=O)sc2c1 | -18
COc1ccc(CNC(=O)CNC(c2ccccc2)c2ccccc2)cc1OC | 1
O=C(COC(=O)c1cnccn1)Nc1ncc(C(F)(F)F)cc1Cl | 5
Cc1ccc(C(=O)Nc2cc(Cl)ccc2OC(=O)c2ccc(C)cc2)cc1 | -49
COc1ccc2nc3oc(C(=O)N4CCN(c5ccccc5F)CC4)cc3cc2c1 | 5
CC(=O)Nc1ccc(C(=O)COC(=O)C2CC2)c(F)c1 | 14
CO[C@@H]1CC[C@@H]2CCOc3c(C#N)cccc3C(=O)N(C)C[C@H](c3ccccc3)CC(=O)N(C)C[C@@H]1O2 | 4[25 µM]
O=C(NCC[C@@H]1CC[C@@H](NC(=O)c2ccccc2F)[C@H](CO)O1)c1cnccn1 | -6[25 µM]
Cn1nnnc1SCCNC(=O)C1CCC(=O)N(Cc2ccccc2F)C1 (stereo unspecified) | -2
CC1CN(C(=O)c2cc([N+](=O)[O-])cc([N+](=O)[O-])c2)CC(C)O1 (stereo unspecified) | 6
Cn1c(=O)[nH]c(=O)c2c1nc(N1CCCC1)n2CC(O)COc1ccccc1 (stereo unspecified) | 12
O=C(O)c1ccccc1SCc1cn2ccccc2n1 | 3
CO[C@@H]1CN(C)C(=O)c2ccc(NC(=O)c3ccno3)cc2OC[C@H](C)N(S(C)(=O)=O)C[C@H]1C | -4[25 µM]
O=C(c1cn(-c2ccccc2)nc1-c1ccccc1)N1CCN(c2ccccn2)CC1 | -34
COc1ccc(NC(=O)N2CCn3c2nc2ccccc23)cc1 | -13
COc1cc(C)ccc1OCc1cc(C(=O)N2CCCCCCC2)no1 | -62
CCOC(=O)c1cc(S(=O)(=O)N(C)Cc2ccccc2)cn1C | 8
O=C(Nc1ccc(C(F)(F)F)cc1)N1[C@@H]2CNC[C@H]1C2c1ccc(-c2ccccc2F)cc1 (stereo partly specified) | 7&-2[25 µM]
O=S(=O)(c1ccccc1)N1C[C@H]2[C@@H](c3ccccc31)[C@@H](CO)N2Cc1ccc2c(c1)OCO2 | 9
CCCc1cc(=O)[nH]c2nnc(SCC(=O)Nc3ccc(NC(C)=O)cc3)n12 | 8
C[C@@H]1CN([C@H](C)CO)C(=O)CCCn2cc(nn2)CO[C@H]1CN(C)C(=O)Nc1ccc(N2CCN(C)CC2)cc1 | -12
O=C(COC(=O)c1ccccc1F)Nc1cc(S(=O)(=O)N2CCOCC2)ccc1N1CCCC1 | -7
O=[N+]([O-])c1ccccc1S(=O)(=O)N1CCN(Cc2cc3c(cc2O)OCO3)CC1 | 23
O=C(Nc1ccccc1)C1CCN(S(=O)(=O)c2ccc3c(c2)OCCO3)CC1 | 15
CCCNC(=O)N1[C@H](CO)[C@@H](c2ccccc2C2=CCCC2)[C@@H]1C#N | 17[25 µM]
c1ccc(CCCNCC2COc3ccccc3O2)cc1 (stereo unspecified) | -1
O=C(N/N=C/c1ccc([N+](=O)[O-])o1)c1cccc(S(=O)(=O)N2CCOCC2)c1 | 0
CC(=O)c1cc2c(cc1NC(=O)CN1Cc3ccccc3C1=O)OCO2 | 6
CCC(=O)N1CC2(C1)CN(C(=O)c1cnccn1)[C@H](CO)c1c2c2ccc(OC)cc2n1C | -1[25 µM]
O=C(N1CCOCC1)N(Cc1ccco1)CC1CCCO1 (stereo unspecified) | -3
Clc1ccc(-n2nnnc2-c2cnc3ccccc3c2-c2ccccc2)cc1 | 13
NC(N)=N/N=C/c1ccc(Cl)cc1Cl | 1
COc1ccc(C(C)=O)cc1COC(=O)CCNS(=O)(=O)c1ccc(C)cc1 | -5
Cc1c(-c2ccccc2)nc(N)c(C#N)c1-c1cccs1 | 4
Cc1ccc(C(=O)NC2CCCCCCC2)cc1S(=O)(=O)N1CCOCC1 | -63
COc1ccc2c3c([nH]c2c1)[C@H](CO)N(S(=O)(=O)c1ccc(C)cc1)CC31CN(Cc2ccccc2)C1 | 23[25 µM]
CC(=O)N1CCCN(C(=O)c2cc(COc3c(F)cccc3F)on2)CC1 | 2
CCOC(=O)C(=CNc1ccc(C#N)cc1)C(=O)OCC | -6
CCC(=O)Nc1ccc2c(c1)nc(CN1CCCCC1)n2C | 4
O=C(COC(=O)Cn1cnc2ccccc21)NCCc1ccccc1 | 4
C=C(C)CNC(=S)N1CCN(C(c2ccccc2)c2ccccc2)CC1 | 11
O=C(NCCCn1ccnc1)c1cn(-c2ccccc2)nc1-c1ccccc1 | -8
COc1ccc(-c2nn3cnnc3s2)cc1OC | -7
N#C/C(=C/c1ccc(OC(=O)c2ccc(Br)s2)cc1)c1nc2ccccc2[nH]1 | -3
C=CCOC(=O)C1=C(C)NC(SCC(=O)N(CC)CC)=C(C#N)C1c1ccco1 (stereo unspecified) | -3

Continued, starting with the last 4 of the part before.
SMILES | CD40 NFkB inh
O=C(NCCCn1ccnc1)c1cn(-c2ccccc2)nc1-c1ccccc1 | -8
COc1ccc(-c2nn3cnnc3s2)cc1OC | -7
N#C/C(=C/c1ccc(OC(=O)c2ccc(Br)s2)cc1)c1nc2ccccc2[nH]1 | -3
C=CCOC(=O)C1=C(C)NC(SCC(=O)N(CC)CC)=C(C#N)C1c1ccco1 (stereo unspecified) | -3
N#Cc1ccc(S(=O)(=O)NC2CCN(Cc3ccccc3)CC2)cc1 | 6
COc1ccc2cc(Br)ccc2c1CC(=O)N(C)C | 5
O=C(NCCC1=CCCCC1)c1cnccn1 | -50
CCOC(=O)C1(Cc2ccccc2)CCCN(CCO)C1 (stereo unspecified) | 4
O=C1Nc2ccccc2C12OCC1(CO2)COC2(OC1)C(=O)Nc1ccccc12 (stereo unspecified) | 3
COc1cccc(N2CC34C=CC(O3)C(C(=O)O)C4C2=O)c1 (stereo unspecified) | -19
Cc1sc2ncnc(N3CCC(C(=O)Nc4ccc(Cl)cc4Cl)CC3)c2c1C | 17
C/C=C/c1ccc2c(c1)[C@H]1[C@H](CCN1S(=O)(=O)c1ccc(C)cc1)[C@H](CO)N2 | -17[25 µM]

In the list so far, these have a thiophene ring, fused or not:
SMILES | CD40 NFkB inh
Cc1sc2nc(CSCC(=O)N3CC(C)OC(C)C3)[nH]c(=O)c2c1C (stereo unspecified) | -1
CCOC(=O)c1oc2ccccc2c1NC(=O)c1cccs1 | 8
CN1Cc2c(N3CCOCC3)nc3sc(C(=O)c4ccccc4)c(N)c3c2CC1(C)C | -4
O=C(CCn1c(=O)[nH]c2ccsc2c1=O)Nc1ccc(F)c(F)c1 | -1
Cc1ccc(NC(=O)CNC(=O)c2ccc(C)s2)nc1 | -15
COC(=O)c1sccc1NC(=O)CC1C(=O)NCCN1C(=O)Nc1ccccc1 (stereo unspecified) | -1
COc1ccc(S(=O)(=O)N(C)C)cc1NC(=O)C1CCN(c2ncnc3sc(C)c(C)c23)CC1 | 6
COc1ccc2c3c(n(C)c2c1)[C@H](CO)N(CC1CC1)CC31CCN(S(=O)(=O)c2cccs2)CC1 | -3[25 µM]
Cc1noc(C)c1CSc1ncnc2sc3c(c12)CCCCC3 | 16
O=C(COc1ncnc2sccc12)Nc1cccc(S(=O)(=O)N2CCOCC2)c1 | -15
Cc1c(-c2ccccc2)nc(N)c(C#N)c1-c1cccs1 | 4
N#C/C(=C/c1ccc(OC(=O)c2ccc(Br)s2)cc1)c1nc2ccccc2[nH]1 | -3
Cc1sc2ncnc(N3CCC(C(=O)Nc4ccc(Cl)cc4Cl)CC3)c2c1C | 17

Some of the compounds tested, so the mix of outcomes need not match the whole.
